CHO-K1 Ca PAM: M1 PAM counterscreen hit in parental CHO-K1 cells; ATP EC20, Fluo-8 calcium fluorescence; 0% at ATP EC20, 100% at ATP max; actives 0.02% (n = 360,000); activation, % at 3 µM;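 active means activation above the run cutoff, the mean activation of all test compounds plus 3 SD, cut at about 40% in these data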;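 further: peak over basal fluorescence ratio in a 140 s read after ATP addition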
CHRM1 agonist: human M1 muscarinic receptor agonism | P11229 | CHO-K1 hM1, Fluo-8 calcium fluorescence, agonist mode; 0% DMSO, 100% acetylcholine EC100 | activation, % at 3 µM | actives 0.33% (n = 360,000) | AID 588814;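 active means activation above the run's mean compound activation plus 3 SD, cut at about 16% in these data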;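 further: peak over basal fluorescence ratio within a 140 s kinetic read after compound addition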
Target sequence (P11229 whole entry, looked up): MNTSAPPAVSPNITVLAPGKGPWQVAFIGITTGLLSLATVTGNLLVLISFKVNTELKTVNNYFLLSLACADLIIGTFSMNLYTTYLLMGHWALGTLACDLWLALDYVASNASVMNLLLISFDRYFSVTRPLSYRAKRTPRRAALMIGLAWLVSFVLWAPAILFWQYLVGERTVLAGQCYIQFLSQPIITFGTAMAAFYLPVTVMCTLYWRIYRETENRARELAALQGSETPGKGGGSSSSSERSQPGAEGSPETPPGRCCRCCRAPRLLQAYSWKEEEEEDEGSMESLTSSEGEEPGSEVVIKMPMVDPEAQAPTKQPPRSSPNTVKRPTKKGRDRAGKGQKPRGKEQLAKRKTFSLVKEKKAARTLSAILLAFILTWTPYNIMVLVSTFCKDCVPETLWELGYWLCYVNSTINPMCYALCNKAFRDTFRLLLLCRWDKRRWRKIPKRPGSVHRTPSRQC
CHRM1 antagonist: blocks human M1 muscarinic receptor. CHO-K1 hM1, Fluo-8 calcium fluorescence, ACh EC80 antagonist. inhibition, % at 3 µM. actives 1.3% (n = 360,000). AID 588852;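 active means percent inhibition above its own plate's cutoff, namely the mean of that plate's compound wells plus 3 SD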;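 further: peak over basal fluorescence ratio during 140 s after agonist addition; 0% = ACh EC80 plus DMSO and 100% = DMSO alone without agonist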
TAAR1 antagonist: antagonists of human TAAR1; Q96RJ0; CHO RD-HGA16 TAAR1, Fluo-8 calcium fluorescence, antagonist; inhibition, % at 3 µM; actives 1.5% (n = 360,000);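 active means inhibition above a per-plate cutoff, the mean inhibition of test compounds on that plate plus 3 SD, cut at about 49% in these data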;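 further: 0% = DMSO plus EC80 beta-PEA response and 100% = DMSO alone without agonist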
Target sequence (Q96RJ0 whole entry, looked up): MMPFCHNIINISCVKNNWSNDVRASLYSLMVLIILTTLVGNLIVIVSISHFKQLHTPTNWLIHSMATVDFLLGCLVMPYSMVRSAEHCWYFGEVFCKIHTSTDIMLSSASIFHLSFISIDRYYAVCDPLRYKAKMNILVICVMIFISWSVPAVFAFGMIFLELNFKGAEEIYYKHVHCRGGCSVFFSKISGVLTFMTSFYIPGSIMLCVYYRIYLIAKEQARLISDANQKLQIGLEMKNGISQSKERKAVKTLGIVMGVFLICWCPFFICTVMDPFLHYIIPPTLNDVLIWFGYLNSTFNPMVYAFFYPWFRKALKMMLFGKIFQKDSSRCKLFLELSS
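Test system: RD-HGA16 CHO cells with stable hTAAR1 and Gα16 / Probe or stimulus: EC80 β-phenethylamine stimulus / Times: seeding 17-24 h prior, 75-min 37 °C, 30-min RT dye loading / Detection: Fluo-8 calcium-sensitive fluorescence / Read-out basis: % inhibition scaled between DMSO and EC80 PEA controls / Repeats: singlicate, one well per test compound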
CHO-K1 Ca antag: M1 antagonist counterscreen hit in parental CHO-K1 cells; ATP-induced calcium, Fluo-8 fluorescence; inhibition, % at 3 µM; actives 0.6% (n = 360,000); AID 602250;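 active means inhibition above a per-plate cutoff, the plate's mean sample inhibition plus 3 SD, cut at about 24% in these data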;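 further: 0% = DMSO plus EC80 ATP and 100% = DMSO alone without ATP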
CHO parental Ca: signal in parental CHO cells, OX1R antagonist counter-screen. AID 463079. parental CHO-K1, ATP-induced calcium, Fluo-8 fluorescence. inhibition, % at 5.6 µM. actives 0.63% (n = 330,000);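 active means inhibition above that plate's mean sample inhibition plus 3 SD, cut at about 26% in these data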;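 further: 0% = ATP-challenged DMSO wells and 100% = DMSO wells without ATP; some compounds past the cut are filed as inactive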
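test system = CHO parental line | reagent = ATP stimulus | measured by = intracellular calcium via Fluo-8 no-wash fluorescent dye | control set = ATP and no-ATP DMSO wells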
CHO-K1 Ca ag: counter-screen for M1 agonists: effect in parental CHO-K1 cells | Fluo-8 calcium fluorescence; scaled to maximal ATP response, vehicle zero | actives 0.48% (n = 360,000) | activation, % at 3 µM; in the data active means activation above about 15%;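 further: untransfected CHO-K1 host cells lacking M1 receptor as counterscreen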
TAAR1 agonist: human TAAR1 agonism; actives 0.99% (n = 360,000); CHO RD-HGA16 TAAR1, Fluo-8 calcium fluorescence; vehicle wells 0%, saturating PEA agonist 100%; AID 624467; activation, % at 3 µM;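 active means activation above the mean activation of all test compounds in the run plus 3 SD, cut at about 38% in these data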
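System: CHO RD-HGA16 cells carrying human TAAR1 plus Gα16; Incubation: 17-24 h seeding, 75 min 37 °C dye, 30 min RT; Measured by: Fluo-8 fluorescence, 5 s baseline then 140 s kinetic read; Control set: DMSO and PEA EC100; Replication: single well for each compound.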
M1 PAM: human CHRM1 positive allosteric modulation; AID 588819; activation, % at 3 µM; CHO-K1 hM1, Fluo-8 calcium fluorescence, ACh EC20; 0% = ACh EC20, 100% = maximal ACh; actives 0.088% (n = 360,000); P11229; in the data active means activation above about 19%, passing the limit was not always enough
Starred values were filed as active, the others as inactive; . = no result given; & = joins results of further samples.

cpd | Structure | CHO-K1 Ca PAM | CHRM1 agonist | CHRM1 antagonist | TAAR1 antagonist | CHO-K1 Ca antag | CHO parental Ca | CHO-K1 Ca ag | TAAR1 agonist | M1 PAM
1 | O=C1CCC2(CCCCC2)N1 | 2 | 0 | -17 | -23 | -10 | . | 0.4 | 3 | 7
2 | O=C(CSc1nnc2ccccn12)Nc1cccc(S(=O)(=O)N2CCOCC2)c1 | 7 | -5 | -3 | -6 | -13 | 2 | 0.1 | -2 | 4
3 | O=C(COC(=O)COc1ccc2c(c1)CCC2)Nc1ccccc1 | 1 | -1 | 15 | -5 | 13 | -4 | 7.8 | -2 | -6
4 | COc1ccc(CCC(=O)Nc2nc3ccccc3[nH]2)cc1OC | 16 | -3 | -7 | 7 | -7 | -18 | 0.8 | 7 | 6
5 | CCOC(=O)c1ccc(N2C(=O)c3n[nH]c(C)c3C2c2ccc(OC)cc2)cc1 (stereo not drawn) | -5 | 5 | 5 | -9 | 15 | -9 | -0.3 | 10 | 5
6 | COC(=O)c1cc(-c2ccc(OC)c(OC)c2)on1 | 14 | -3 | -15 | -2 | 3 | -3 | 0.0 | 9 | 4
7 | C=CCN1C=C2C(=O)C(C)(OC(=O)CCc3ccccc3)C(=O)C=C2C=C1c1ccc(C#N)cc1 (stereo not drawn) | 9 | -7 | -2 | 16 | -15 | -6 | -0.2 | 0 | 2
8 | CCn1cc(/C=N\NC(=O)c2ccc(F)cc2)cn1 | 2 | -3 | -10 | -3 | 2 | 2 | -0.1 | 6 | 5
9 | CCOC(=O)N1CCN(C(=O)c2ccccc2-c2ccccc2)CC1 | 24 | -7 | 8 | -4 | -16 | -20 | 0.7 | 4 | 0
10 | COc1cc(/C=N/NC(=O)c2ccc(O)cc2)ccc1OCC(=O)Nc1cccc([N+](=O)[O-])c1 | 0 | -4 | -8 | 25 | -11 | -10 | 0.2 | 2 | 8
11 | CC(OC(=O)c1ccc(-c2ccc(O)cc2)cc1)C(=O)NC1CCCCC1C (stereo not drawn) | 10 | -4 | -3 | 2 | -6 | -13 | 3.7 | 2 | -2
12 | COc1cccc(C2C(C#N)=C(C)NC3=C2C(=O)CC(C)(C)C3)c1 (stereo not drawn) | 14 | -10 | -10 | -22 | -3 | 5 | 0.7 | 2 | 7
13 | O=C(O)c1cnc(-c2ccccc2)nc1Sc1ccc(Cl)cc1Cl | 1 | -4 | -3 | 15 | 0 | -6 | 0.1 | 5 | 2
14 | Cc1cc(C)cc(-c2nnc(SCC(=O)NCC3CCCO3)o2)c1 (stereo not drawn) | 13 | 1 | -25 | -17 | -16 | . | 0.2 | 0 | 28*
15 | C=CCOc1ccc(/C=C/C(=O)OCC(=O)N(C)C2CCS(=O)(=O)C2)cc1 (stereo not drawn) | 13 | 1 | 2 | -10 | -9 | -2 | 4.2 | 4 | 1
16 | COc1ccc(NC(=O)CSc2nc3ccc(OC)cc3[nH]2)cc1 | -7 | -3 | -21 | -16 | -2 | 3 | 1.0 | 2 | 0
17 | S=c1[nH]nc([C@@H]2C[C@H]2c2ccccc2)n1-c1ccccc1Cl | 10 | -4 | 4 | -29 | -12 | -14 | 3.7 | -1 | 0
18 | COc1ccc(/C=C/C(=O)Oc2cc(C)[nH]c(=O)c2[N+](=O)[O-])cc1OC | 16 | -2 | -5 | 9 | -3 | -2 | 0.3 | 4 | 8
19 | Cc1ccc(NC(=O)CSc2nnc(CNC(=O)c3ccco3)n2C)c(C)c1 | 3 | -4 | 0 | -36 | -13 | -4 | 0.2 | -1 | 2
20 | CCOc1ccc(S(=O)(=O)N2CCOCC2)cc1NC(=O)CN1C(=O)NC2(CCCC2)C1=O | 2 | -1 | -15 | -18 | -9 | -7 | 1.4 | 0 | 14
21 | COc1ccc(C(=O)/C=C/c2ccc(OC3CSC3)cc2)cc1OC | 10 | -6 | 2 | 36 | 2 | 8 | 6.5 | 4 | -5
22 | Cc1noc(C)c1NC(=O)N(C)C[C@H]1Oc2ccc(NS(=O)(=O)c3ccccc3)cc2C(=O)N([C@H](C)CO)C[C@@H]1C | 1 | -2 | 1 | -2 | -8 | -5 | 0.8 | 3 | -1
23 | N=c1n(CC(=O)c2ccc([N+](=O)[O-])cc2)c2ccccc2n1Cc1ccccc1Cl | 4 | -4 | -4 | -9 | 4 | -7 | 0.0 | 5 | 12
24 | CC(=O)c1c(C)[nH]c(C(=O)NCCc2ccc(Cl)cc2)c1C | -4 | -2 | 10 | 14 | -6 | -21 | 4.0 | 8 | -2
25 | OC1(c2ccccc2)C/C(=N\n2cnnc2)C=C1c1ccccc1 (stereo not drawn) | -13 | -5 | -7 | 8 | 11 | -8 | 0.4 | 8 | 1
26 | CCOc1ccc(NC(=O)C(C)Oc2ccccc2C(=O)Nc2cccc(Cl)c2Cl)cc1 (stereo not drawn) | 9 | -4 | 4 | -7 | -13 | -11 | 0.3 | 5 | -6
27 | CSCC[C@H](NC(=O)OC(C)(C)C)C(=O)N1CCC(C(=O)NCC(=O)Nc2ccc(C)cc2)CC1 | -12 | -5 | -19 | -8 | -13 | 0 | -0.8 | 3 | 9
28 | O=C(NC1CCCCCC1)c1cccc(COCC(F)(F)F)c1 | 3 | -2 | 0 | 17 | -3 | -13 | 0.8 | -2 | 8
29 | Cc1csc(=Nc2ccc(S(=O)(=O)N3CCOCC3)cc2)n1Cc1ccco1 | -12&13 | -5&-4 | 5&5 | 21&14 | -5&2 | -2 | 0.1&1.9 | 1&-2 | -10&-5
30 | CC1CCN(C(=S)NC(=O)c2cccc([N+](=O)[O-])c2)CC1 | -4 | -2 | 0 | -11 | -3 | 0 | 0.7 | -1 | 2
31 | CCOc1ccc(C=NNc2ccc(S(=O)(=O)Nc3ccccc3C(=O)O)cc2[N+](=O)[O-])cc1 | -8 | -3 | -9 | . | -3 | -18 | 0.1 | . | 2
32 | CC(CCc1ccccc1)NC(=O)CSc1nc(N)cc(N)n1 (stereo not drawn) | -5 | 1 | 5 | 1 | 11 | -16 | -0.2 | 1 | 4
33 | CC(C)Cc1cc(C(=O)N2CCCC(CO)(Cc3ccc(F)cc3)C2)no1 (stereo not drawn) | -5 | 0 | 6 | 9 | -12 | -26 | 2.3 | 7 | 14
34 | CCCCCC1CCC(c2nnc(SCC(C)=O)o2)CC1 (stereo not drawn) | -5 | -5 | -2 | -2 | -11 | -2 | 0.1 | 0 | -5
35 | COc1cccc(CC(=O)Nc2nccs2)c1 | 16 | -3 | -3 | 1 | -10 | -5 | 0.6 | 9 | 7
36 | O=C(COC(=O)c1ccccc1O)NC1CCCc2ccccc21 (stereo not drawn) | 16 | -3 | -10 | -12 | -21 | -17 | 0.9 | 0 | 5
37 | CC12CCC3C(CCC4CC(O)CCC43C)C1CC(O)C2 (stereo not drawn) | 12 | 4 | 7 | 79* | -13 | . | 9.6 | 20 | -9
38 | COc1cc(C(=O)OCC(=O)N2CCCCC2C)ccc1OCc1c(C)noc1C (stereo not drawn) | 12 | -5 | 0 | 14 | -7 | -5 | 2.0 | -1 | 6
39 | O=C(Nc1ccc(C(=O)O)cc1)/C(=C\c1ccc2c(c1)OCO2)NC(=O)c1ccc(Br)o1 | -9 | -5 | 3 | -9 | -3 | -3 | -0.3 | 2 | -2
40 | CCNC(=O)C1(C)CCCN(C(=O)c2cc(C)n(C(C)(C)C)n2)C1 (stereo not drawn) | 7 | 3 | 6 | -15 | 4 | . | 0.5 | 2 | -8
41 | O=C(c1ccc(S(=O)(=O)N2CCCC2)cc1)N(c1ccc(F)cc1)C1C=CS(=O)(=O)C1 (stereo not drawn) | 24 | -6 | -12 | -28 | -6 | -16 | 1.6 | 2 | 9
42 | CC(=O)Nc1ccc(C(=O)Nc2ccc(S(=O)(=O)Nc3nccc(C)n3)cc2)cc1 | -11 | 0 | 4 | 4 | -1 | -9 | 0.2 | 0 | -3
43 | O=C(CCc1ccccc1)N=C1SC2CS(=O)(=O)CC2N1Cc1ccccc1 (stereo not drawn) | 4 | 8 | -2 | -21 | -4 | -1 | 0.5 | 4 | 18
44 | CC(=O)Nc1ccc(NC(=O)CSc2ncnc3c2cnn3Cc2ccccc2)cc1 | -26 | 1 | -10 | -12 | 11 | -1 | -0.1 | 1 | 13
45 | N/C(=N\c1nc2c(c(=O)[nH]1)CCCC2)Nc1ccc(Oc2ccccc2)cc1 | 9 | -3 | -6 | 6 | -16 | -27 | 0.6 | -1 | 6
46 | O=C(c1ccc2c3c(cccc13)CC2)N1CCOCC1 | 18 | -1 | -40 | 2 | -6 | -7 | -0.1 | -1 | 8
47 | COc1ccc(S(=O)(=O)N2CCC(NC(=O)c3cccnc3)CC2)cc1 | -2 | -9 | -8 | -7 | -7 | -3 | 0.0 | -2 | 4
48 | CC(/C=N/NC(=O)CSc1nnc(SCc2ccccc2)s1)=C\c1ccco1 | 17 | -9 | 14 | 4 | 0 | -20 | 5.2 | 1 | -7
49 | O=C(NCc1ccc(Cl)cc1)C1C2C=CC3(CN(Cc4cccnc4)C(=O)C13)O2 (stereo not drawn) | 11 | -6 | -9 | 8 | -1 | -13 | 0.2 | 2 | 5
50 | Cc1ccsc1CNC(=O)C1(C)CCCN1CC(C)C (stereo not drawn) | 23 | -8 | -6 | -13 | -10 | . | 0.5 | 0 | 2

(listing goes on)
cpd | Structure | CHO-K1 Ca PAM | CHRM1 agonist | CHRM1 antagonist | TAAR1 antagonist | CHO-K1 Ca antag | CHO parental Ca | CHO-K1 Ca ag | TAAR1 agonist | M1 PAM
51 | CC(NS(=O)(=O)c1ccc(Cl)cc1)C(=O)OCC(=O)Nc1ccc(N(C)C)cc1 (stereo not drawn) | 10 | -5 | 7 | -5 | 1 | . | 0.9 | 2 | -5
52 | CCCn1c2ccccc2c2cnn(CC(=O)NCCCN3C(C)CCCC3C)c(=O)c21 (stereo not drawn) | -11 | -6 | 3 | -24 | -1 | -31 | -0.2 | 1 | -5
53 | CCN(CC)C(=O)c1ccc(CS(=O)(=O)Cc2ccccc2)cc1 | 16 | 1 | -25 | -4 | -16 | . | 1.6 | 0 | 14
54 | Nc1nc(-c2ccccc2)nn1S(=O)(=O)c1ccccc1 | 2 | -1 | 0 | -4 | -6 | -19 | 0.9 | 5 | 8
55 | FC(F)(F)c1cnc(COc2cc(Cl)cc(Cl)c2)c(Cl)c1 | -9 | 0 | -2 | -16 | 1 | -5 | -0.1 | 11 | 4

Assay outcomes (PubChem)
